PI4K2A block – PI4K2A (human) kinase inhibition | 420,000 tested, 0.13% active | purified PI4K2A, ADP-Glo luminescence, 1 h; hits give low values | activity change, negative = inhibition, % at 76.9 µM; in the data active = activity change below about -50%; inconclusive = mostly about -30% to -49%;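 note: -100% = wells without enzyme as full effect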
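Compounds are screened against recombinant PI4K2A using PI as substrate and ATP, the latter dispensed at 300 microM. Reactions run one hour at ambient temperature before ADP-Glo detection; full inhibition defined by wells lacking enzyme.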
HP1b chromo inh – HP1-beta chromodomain-methylated histone interaction inhibition; P83916; AlphaScreen HP1-beta / biotin-H3K9me3 peptide binding; Potency, µM (titrated, usually from 114 µM), inactives show at the highest dose activity change, negative = inhibition, most hits filed as inhibitors; 390,000 tested, 0.56% active; note: potency is the fitted concentration of half-maximal effect; nearly all actives have a fitted effect of over 70% in size; inactives centre near 23
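Compound inhibition of the preformed complex between 50 nM HP1-beta and 50 nM biotinylated H3K9me3 peptide was read by AlphaScreen. Buffer was PBS pH 7.4 with 0.01% Tween-20. Incubations ran 30 min at room temperature, with 10 ug/mL donor/acceptor beads.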
G9a inh – G9a (human) methyltransferase inhibition. G9a H3K9 monomethylation, AlphaScreen, 2 h. Potency, µM (highest dose often 102 µM), inactives show at the top dose activity, negative = inhibition, hits mostly inhibitors. 350,000 tested, 8.8% active. AID 504332; note: potency is the fitted concentration of half-maximal effect; % is set by controls: 0 for no effect and ±100 for the full control effect; nearly all actives have a fitted effect of over 75% in size
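Compounds were preincubated with 20 nM G9a for 15 min, after which biotinylated H3K9 peptide (500 nM) and SAM (20 uM) started a 2 h room-temperature reaction. Monomethylated product was quantified by antibody-based AlphaScreen chemiluminescence.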
GLS inhibitor – inhibitors of human glutaminase (GLS). AID 624170. Potency, µM (doses to about 45.5 µM), for inactives: top-dose activity change, negative = inhibition, usual class: inhibitors. O94925. GLS enzymatic activity, qHTS titration. 410,000 tested, 0.21% active; note: potency is the fitted concentration of half-maximal effect; % is set by controls: 0 for no effect and ±100 for the full control effect
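hKGA in 45 mM KH2PO4 pH 8.2, 0.02% Tween-20 with pin-transferred compounds; 1 mM L-glutamine (stock) plus glutamate oxidase/HRP/Amplex Red coupling added. Fluorescence read initially and after 30 min at RT.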
Tb PGK inh – blocks T. brucei phosphoglycerate kinase. Potency, µM (doses to about 57.5 µM), inactives show top-dose activity change, negative = inhibition, actives largely listed as inhibitors. P07378. 380,000 tested, 0.043% active. PGK/GAPDH coupled, Kinase-Glo luminescence, 60 min; note: potency is the fitted concentration of half-maximal effect; % is set by controls: 0 for no effect and ±100 for the full control effect; nearly all actives have a fitted effect of over 60% in size
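Luminescent ATP detection (Kinase-Glo Plus) follows a 60-minute room-temperature incubation, with wells lacking PGK as controls. Buffer: 100 mM TEA (pH 7.6), 5 mM MgCl2, 0.01% Tween-20. Coupling enzyme GAPDH (100 nM final) supplies unstable 1,3-BPG in-well.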
ERG Ets-DNA blk – blocks human ERG Ets domain binding to DNA. fluorescence polarization, His-ERG Ets domain / labelled DNA. P11308. Potency, µM (series often up to 76.9 µM), without a hit: at the top dose FP activity, negative = inhibition, actives largely listed as inhibitors. AID 624246. 370,000 tested, 0.028% active; active = well fitted inhibition curve with a large enough effect in the polarisation, with a control signal flat; inconclusive = small, poorly fitted or top-dose-only effect, or effect the other way, or a change in a side signal; inactive = no such curve, though single readings can be large or run the other way; the % refers to the polarisation;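 note: polarization taken with two DNA probes labelled with fluorescein and Texas red; potency is the fitted concentration of half-maximal effect; % of control where 0% means no effect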
Target sequence (P11308 whole entry, looked up, the tested form may be a part): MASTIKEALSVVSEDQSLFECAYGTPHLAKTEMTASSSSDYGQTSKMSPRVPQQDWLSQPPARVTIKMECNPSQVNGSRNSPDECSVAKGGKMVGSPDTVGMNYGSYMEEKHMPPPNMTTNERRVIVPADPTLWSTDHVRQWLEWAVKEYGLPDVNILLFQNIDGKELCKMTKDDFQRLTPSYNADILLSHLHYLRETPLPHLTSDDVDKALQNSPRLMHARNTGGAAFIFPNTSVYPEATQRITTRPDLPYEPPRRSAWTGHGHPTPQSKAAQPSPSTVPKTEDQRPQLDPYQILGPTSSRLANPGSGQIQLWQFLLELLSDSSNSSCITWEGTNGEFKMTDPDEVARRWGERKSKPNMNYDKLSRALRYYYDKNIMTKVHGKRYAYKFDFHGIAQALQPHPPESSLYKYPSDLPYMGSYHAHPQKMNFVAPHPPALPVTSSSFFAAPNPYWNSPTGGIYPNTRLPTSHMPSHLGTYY
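His-tagged ERG Ets domain (1 uM in the protein solution; 300mM KCl, 50mM Tris-HCl, 1mM EDTA, 1mM DTT, pH 7.5) received compound, then a probe mix of 5 nM fluorescein-DNA and 100nM Texas-615-DNA. Fluorescence polarization was read for both dyes.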
JMJD2A Tudor – blocks the human JMJD2A Tudor domain; O75164; AlphaScreen JMJD2A-Tudor / H3K4me3 peptide binding; Potency, µM (series often up to 114 µM), for the others: at the highest dose activity change, negative = inhibition, actives largely listed as inhibitors; 390,000 tested, 4.4% active; note: potency is the fitted concentration of half-maximal effect; % is set by controls: 0 for no effect and ±100 for the full control effect; nearly all actives have a fitted effect of over 50% in size
BAZ2B inh – BAZ2B (human) inhibition; Q9UIF8; AlphaScreen BAZ2B-H3K14Ac peptide displacement; Potency, µM (highest dose often 114 µM), for inactives: at the highest dose activity change, negative = inhibition, usual class: inhibitors; 360,000 tested, 4.4% active; AID 504333; note: potency is the fitted concentration of half-maximal effect; % is set by controls: 0 for no effect and ±100 for the full control effect; nearly all actives have a fitted effect of over 60% in size
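In this displacement format the biotinylated H3(5-23) peptide acetylated at Lys14 serves as ligand at 50 nM, with BAZ2B at 50 nM in PBS pH 7.4 containing 0.01% Tween-20. Donor and acceptor beads are 10 ug/mL final.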
Pin1 inhibitor – human Pin1 inhibition. Q13526. Pin1 FP peptide displacement, HiFluor488, 10 min. Potency, µM (titrated, usually from 115 µM), for the others: at the highest dose activity, negative = inhibition, hits mostly inhibitors. AID 504891. 390,000 tested, 0.009% active; active = well fitted inhibition curve with a large enough effect in the polarisation, with a control signal flat, not every such curve was filed as active; inconclusive = small, poorly fitted or top-dose-only effect, or effect the other way, or a change in a side signal; inactive = no such curve, though single readings can be large or run the other way; the % refers to the polarisation; note: potency is the fitted concentration of half-maximal effect; % is set by controls: 0 for no effect and ±100 for the full control effect
Target sequence (Q13526 whole entry, looked up): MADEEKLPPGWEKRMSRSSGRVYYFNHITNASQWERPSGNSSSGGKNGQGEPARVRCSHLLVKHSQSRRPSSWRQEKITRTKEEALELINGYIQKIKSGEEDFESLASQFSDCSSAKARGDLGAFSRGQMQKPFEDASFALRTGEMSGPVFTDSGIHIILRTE
Numbers without * were called inactive; [ ] = dose if it differs, or a comment. Unless noted, calls come from the whole dose curve; as a rule, active = well fitted curve in the direction sought with a large enough effect; inconclusive = small, poorly fitted or top-dose-only effect, or another doubt; inactive = no such curve, though single readings can be large; an effect the other way counts as inactive or inconclusive. Not all compounds are listed. The share of hits here may be higher or lower than overall.

How did O=C1CC(N(O)c2ccccc2)C(=O)N1Cc1ccccc1 (stereo not drawn) do in these assays?
PI4K2A block: 9; HP1b chromo inh: 31%; G9a inh: -3%[59 µM]; GLS inhibitor: 30%[activator]; Tb PGK inh: -8%; ERG Ets-DNA blk: 1%; JMJD2A Tudor: -14%; BAZ2B inh: 3%; Pin1 inhibitor: -8%

What do the screens show for `COc1ccc2c(C)c(CCC(=O)N3C[C@H]4C[C@@H](C3)c3cccc(=O)n3C4)c(=O)oc2c1`?
PI4K2A block: 0; HP1b chromo inh: 24%; G9a inh: -5%[12.7 µM]; GLS inhibitor: -4%; Tb PGK inh: 1%; ERG Ets-DNA blk: 3%; JMJD2A Tudor: -10%; BAZ2B inh: -5%; Pin1 inhibitor: 7%

How did NC(=O)CSc1nc2cc(S(=O)(=O)N3CCOCC3)ccc2o1 do in these assays?
PI4K2A block: -4; HP1b chromo inh: inconclusive; GLS inhibitor: -8%; Tb PGK inh: -7%; ERG Ets-DNA blk: 6%; JMJD2A Tudor: -23%; Pin1 inhibitor: -4%

Results for Nn1c(COc2ccc(Cl)cc2)n[nH]c1=S ?
PI4K2A block: -4; HP1b chromo inh: -8%; G9a inh: 1.8µM*; GLS inhibitor: 2%; Tb PGK inh: -4%; ERG Ets-DNA blk: -4%; JMJD2A Tudor: 32µM*; BAZ2B inh: -14%; Pin1 inhibitor: 0%

What do the screens show for `COC(=O)C(O)(c1ccc(N(C)C)cc1)C(F)(F)F` (stereo not drawn)?
PI4K2A block: 2; HP1b chromo inh: 23%; G9a inh: -11%; GLS inhibitor: 16%; Tb PGK inh: 3%; ERG Ets-DNA blk: -3%; JMJD2A Tudor: -14%; BAZ2B inh: -19%; Pin1 inhibitor: -4%

2 compounds drawn at random from those above:
How did NC(=O)CSc1nc2cc(S(=O)(=O)N3CCOCC3)ccc2o1 do in these assays?
PI4K2A block: -4; HP1b chromo inh: inconclusive; GLS inhibitor: -8%; Tb PGK inh: -7%; ERG Ets-DNA blk: 6%; JMJD2A Tudor: -23%; Pin1 inhibitor: -4%

How did O=C1CC(N(O)c2ccccc2)C(=O)N1Cc1ccccc1 (stereo not drawn) do in these assays?
PI4K2A block: 9; HP1b chromo inh: 31%; G9a inh: -3%[59 µM]; GLS inhibitor: 30%[activator]; Tb PGK inh: -8%; ERG Ets-DNA blk: 1%; JMJD2A Tudor: -14%; BAZ2B inh: 3%; Pin1 inhibitor: -8%

Part of the list above in order of length of the SMILES, high to low.
How did NC(=O)CSc1nc2cc(S(=O)(=O)N3CCOCC3)ccc2o1 do in these assays?
PI4K2A block: -4; HP1b chromo inh: inconclusive; GLS inhibitor: -8%; Tb PGK inh: -7%; ERG Ets-DNA blk: 6%; JMJD2A Tudor: -23%; Pin1 inhibitor: -4%

How did O=C1CC(N(O)c2ccccc2)C(=O)N1Cc1ccccc1 (stereo not drawn) do in these assays?
PI4K2A block: 9; HP1b chromo inh: 31%; G9a inh: -3%[59 µM]; GLS inhibitor: 30%[activator]; Tb PGK inh: -8%; ERG Ets-DNA blk: 1%; JMJD2A Tudor: -14%; BAZ2B inh: 3%; Pin1 inhibitor: -8%

Results for Nn1c(COc2ccc(Cl)cc2)n[nH]c1=S ?
PI4K2A block: -4; HP1b chromo inh: -8%; G9a inh: 1.8µM*; GLS inhibitor: 2%; Tb PGK inh: -4%; ERG Ets-DNA blk: -4%; JMJD2A Tudor: 32µM*; BAZ2B inh: -14%; Pin1 inhibitor: 0%

Source: PubChem
